Assay outcomes deposited in PubChem by several laboratories.
M5 antag: antagonists of human muscarinic M5 receptor (CHRM5); P08912; CHO-hM5 cells, Fluo-8 calcium fluorescence, ACh EC80; inhibition, % at 3 µM; actives 0.59% (n = 360,000);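 active = inhibition above a per-plate cutoff, the mean of that plate's test compounds plus 3 SD, cut at about 27% in these data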;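 note: 0% = acetylcholine EC80 with DMSO and 100% = DMSO without agonist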
Target sequence (P08912 whole entry, looked up): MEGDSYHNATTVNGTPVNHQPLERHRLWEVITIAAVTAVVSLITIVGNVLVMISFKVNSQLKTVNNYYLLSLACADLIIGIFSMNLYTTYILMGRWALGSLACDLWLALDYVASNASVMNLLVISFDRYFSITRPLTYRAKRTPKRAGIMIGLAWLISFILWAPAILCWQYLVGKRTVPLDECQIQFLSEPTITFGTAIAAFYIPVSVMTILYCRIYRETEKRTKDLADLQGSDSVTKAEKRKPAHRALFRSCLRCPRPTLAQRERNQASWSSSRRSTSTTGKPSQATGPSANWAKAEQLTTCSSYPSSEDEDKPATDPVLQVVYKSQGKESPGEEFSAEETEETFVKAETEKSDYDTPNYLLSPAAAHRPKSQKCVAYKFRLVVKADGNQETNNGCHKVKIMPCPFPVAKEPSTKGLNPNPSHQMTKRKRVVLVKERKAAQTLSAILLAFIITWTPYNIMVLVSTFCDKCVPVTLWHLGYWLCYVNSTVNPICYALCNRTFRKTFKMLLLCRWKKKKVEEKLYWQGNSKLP
CHRM1 PAM: potentiates human M1 receptor response to acetylcholine | actives 0.088% (n = 360,000) | CHO-K1 hM1, Fluo-8 calcium fluorescence, ACh EC20; 0% = ACh EC20, 100% = maximal ACh | P11229 | activation, % at 3 µM; in the data active = activation above about 19%, passing the limit was not always enough
Target sequence (P11229 whole entry, looked up): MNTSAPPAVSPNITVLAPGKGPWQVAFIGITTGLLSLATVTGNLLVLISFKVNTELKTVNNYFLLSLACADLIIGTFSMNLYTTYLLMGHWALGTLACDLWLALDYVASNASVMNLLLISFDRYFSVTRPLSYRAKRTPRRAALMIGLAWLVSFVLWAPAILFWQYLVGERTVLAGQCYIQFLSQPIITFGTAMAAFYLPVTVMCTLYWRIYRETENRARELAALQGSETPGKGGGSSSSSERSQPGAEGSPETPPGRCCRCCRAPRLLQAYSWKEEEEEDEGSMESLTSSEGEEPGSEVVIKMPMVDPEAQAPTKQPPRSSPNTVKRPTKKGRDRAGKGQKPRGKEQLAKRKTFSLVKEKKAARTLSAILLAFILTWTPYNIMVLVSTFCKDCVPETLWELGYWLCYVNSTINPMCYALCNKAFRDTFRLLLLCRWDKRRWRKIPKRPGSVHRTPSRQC
CHRM4 antagonist: CHRM4 antagonism in calcium assay | actives 0.73% (n = 360,000) | P08173 | CHO-hM4 cells, ACh EC80, Fluo-8 calcium fluorescence | inhibition, % at 3 µM | AID 624125;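 active = inhibition above its plate's cutoff, the mean inhibition of sample wells plus 3 SD, cut at about 27% in these data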;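 note: 0% = acetylcholine EC80 with DMSO and 100% = DMSO without agonist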
M4 PAM: positive allosteric modulators of human muscarinic M4 receptor; actives 0.4% (n = 360,000); activation, % at 3 µM; CHO-K1 hM4/Gqi5, Fluo-8 calcium fluorescence, ACh EC20; 0% = ACh EC20, 100% = maximal ACh; AID 624126;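 active = activation above its plate's cutoff, the mean activation of sample wells plus 3 SD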; note: some results filed as inactive read as strong as hits
CHRM5 PAM: CHRM5 positive allosteric modulation | P08912 | CHO-K1 hM5, Fluo-8 calcium, ACh EC20 PAM; 0% = ACh EC20, 100% = ACh EC100 | activation, % at 3 µM | actives 0.3% (n = 360,000);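 active = activation above the run cutoff, the mean activation of all test compounds plus 3 SD, cut at about 18% in these data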
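Assay system – human M5 receptor in CHO-K1 cells · Read-out – % activation, ACh-normalized · Technique – Fluo-8 calcium fluorescence · Dosing – single-point, 3 µM nominal · Incubation – Fluo-8 loading 80 min at 37 °C plus 30 min room temperature · Repeats – singlicate, one well per test compound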
CHRM4 agonist: CHRM4 agonism in calcium assay. P08173. CHO-K1 hM4/Gqi5, Fluo-8 calcium fluorescence; vehicle 0%, full acetylcholine response 100%. activation, % at 3 µM. actives 0.14% (n = 360,000);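 active = activation above the run mean over all test wells plus 3 SD, cut at about 32% in these data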;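 note: peak over basal fluorescence ratio per well then scaled between controls; 0% = DMSO wells and 100% = acetylcholine at EC100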
CRFR2-BP ag: agonists of human CRF-binding protein/CRF-R2 receptor complex; HEK293 CRF-R2/CRF-BP, calcium dye fluorescence (FLIPR); percent of saturating CRF peptide response; activation, % at 13.2 µM; actives 0.46% (n = 350,000); AID 588473;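 active = activation of at least 50%, plus an integration ratio under a set limit after plate pattern correction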;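 note: plate controls were neutral control wells without compound for no effect and CRF at EC100 for full effect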
CRFR2-BP antag: blocks CRF-induced signaling of the CRF-BP/CRF-R2 complex; actives 0.59% (n = 350,000); HEK293 CRF-R2/CRF-BP, CRF-induced calcium fluorescence; inhibition, % at 11.8 µM;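 active = inhibition of the ligand-induced calcium signal above about 50% at the single tested concentration, limit read from the data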
M5 ag: agonists of human muscarinic M5 receptor (CHRM5). CHO-K1 hM5 cells, Fluo-8 calcium fluorescence; 0% DMSO wells, 100% maximal acetylcholine response. actives 0.19% (n = 360,000). AID 624037. P08912. activation, % at 3 µM;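 active = activation above the run's mean over test compounds plus 3 SD, cut at about 23% in these data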;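 note: signal is peak over basal fluorescence ratio across the kinetic read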
Starred values were filed as active, the others as inactive; . = no result given.

entry | molecule | M5 antag | CHRM1 PAM | CHRM4 antagonist | M4 PAM | CHRM5 PAM | CHRM4 agonist | CRFR2-BP ag | CRFR2-BP antag | M5 ag
1 | Cn1sc2ccccc2c1=O | 11 | 1 | 1 | -4 | 1 | 3 | -1.2 | 6 | 3
2 | Cc1ccc(S(=O)(=O)c2c(C)cc(C)nc2Cl)c(C)c1 | -3 | 1 | -15 | 12 | -1 | -2 | 0.6 | -14 | -6
3 | CCN(CC)CCCN(Cc1cc2cc3c(cc2[nH]c1=O)OCO3)C(=S)Nc1ccc(OC)cc1 | -3 | 3 | -3 | 3 | 5 | 0 | -3.6 | 11 | -4
4 | CCc1ccc(N(C(=O)c2csnn2)C(C(=O)NCc2ccccc2)c2ccco2)cc1 (configuration not stated) | -1 | 3 | 2 | 10 | 0 | -1 | 1.9 | -4 | -2
5 | Cc1ccc(C)c(S(=O)(=O)Nc2cc(C)on2)c1 | -2 | 15 | -3 | 7 | 2 | 1 | -0.4 | -6 | -3
6 | CCN(CC(=O)NCc1cccs1)C(=O)c1ccc(-c2cccc(C(F)(F)F)c2)o1 | 18 | 11 | -9 | -4 | -17 | 8 | -0.9 | -11 | -2
7 | Cc1ccccc1C(=O)NCC(=O)O | 10 | 7 | -2 | 5 | 0 | 2 | -1.4 | 2 | 0
8 | COc1ccc(-c2cc(C)no2)cc1S(=O)(=O)N1CCN(c2ccccn2)CC1 | 0 | -6 | 0 | 1 | 2 | 5 | 0.3 | 1 | -1
9 | Cc1ccc(CSC2=NCCN2S(=O)(=O)c2ccc(C)cc2)cc1 | 1 | 7 | -13 | 3 | 0 | -1 | 1.1 | 13 | -1
10 | O=C(CSc1n[nH]c(=O)[nH]c1=O)c1cccc([N+](=O)[O-])c1 | 4 | 6 | -14 | 17 | 2 | 1 | -2.0 | 15 | -4
11 | CN(Cc1ccc(F)cc1)C(=O)CNC(=O)C1CCCCC1 | -17 | 8 | 5 | -3 | 7 | 1 | -0.4 | -6 | -1
12 | COC(=O)C1=C(C(=O)OC)[C@@H]2N(Cc3ccccc3)c3ccccc3[C@@]23C[C@@H](C(=O)OC)N(C(=O)NC2CCCCC2)C3=N1 | 5 | 13 | -10 | 12 | 2 | 0 | 0.7 | 2 | -3
13 | O=C(CCS(=O)(=O)c1ccccc1)NC12CC3CC(CC(C3)C1)C2 | -12 | 8 | -7 | 1 | 3 | 2 | 1.6 | -22 | 0
14 | CC(Sc1nnc(-c2ccco2)o1)C(=O)Nc1ccc(OC(F)F)cc1 (configuration not stated) | 0 | 9 | 7 | 3 | -1 | 0 | -0.6 | -3 | 3
15 | O=C1Nc2ccccc2C(O)(C(=O)NCc2ccc3c(c2)OCO3)N1c1ccccc1 (configuration not stated) | 8 | 2 | 9 | -4 | -8 | 0 | 0.1 | 5 | -1
16 | O=C(c1ccccc1)N1CCN(C(=O)c2nn3c(C(F)(F)F)cc(-c4ccco4)nc3c2Cl)CC1 | 13 | 0 | 5 | -4 | -4 | 1 | -1.1 | -3 | -2
17 | CCS(=O)(=O)c1nc2ccccc2n1Cc1ccccn1 | 6 | 2 | 5 | 0 | -2 | 2 | 0.4 | -22 | 1
18 | COc1ccc(NC(=O)COc2ccc(/C=N/NC(=O)c3cccnc3)cc2OC)cc1 | 17 | -9 | -5 | -5 | -12 | 8 | -0.9 | -10 | 1
19 | Cc1ccc(NC(=O)CCC(=O)NNC(=O)c2ccco2)cc1C | 3 | -2 | 4 | -3 | -6 | 0 | -0.6 | -16 | -2
20 | CC(C)(C)C1CCC(=NNC(=O)C(=O)NCc2cccnc2)CC1 (configuration not stated) | 10 | 3 | -2 | -5 | -13 | 15 | -2.2 | -7 | -5
21 | Cc1ccc(S(=O)(=O)NCc2nc3ccccc3[nH]2)cc1 | 0 | 1 | -5 | -6 | -6 | 4 | 0.0 | -3 | 5
22 | CC(=O)c1ccc(NC(=O)C2=CC(c3cccs3)=NS(=O)(=O)N2C)cc1 | -3 | -12 | 1 | -3 | -7 | 11 | -0.5 | -4 | 8
23 | Cc1ccc(NC(=S)NCc2ccccn2)cc1 | 2 | 7 | 0 | -2 | -6 | 0 | 0.6 | 74* | -1
24 | COc1cc2[nH]c(C(=O)N3CCc4ccccc43)cc2c(OC)c1OC | 3 | 2 | -15 | -3 | -5 | 6 | -5.8 | -5 | -5
25 | CCOC(=O)C(=O)Nc1sc(C(=O)N2CCOCC2)c(C)c1C#N | -3 | 9 | 2 | -6 | 9 | 1 | -0.7 | -6 | 0
26 | Cc1ccc(NC(=O)c2ccc(C#CC3(O)CCCCC3)cc2)cc1C | -3 | 1 | 5 | 4 | 5 | 0 | 1.6 | -53 | 1
27 | CCC(C)NC(=S)Nc1ccccc1 (configuration not stated) | 0 | 4 | 6 | 2 | 3 | 1 | -0.2 | -2 | 0
28 | Cn1c2c(c(=O)n(C)c1=O)C(c1ccc(Br)cc1)C(C#N)=C(N)N2 (configuration not stated) | 3 | -2 | -6 | 0 | 2 | -1 | -3.7 | 33 | -2
29 | O=C(CN1CCCCC1)NCC(=O)Nc1ccc(F)c(F)c1F | 11 | 4 | -10 | 11 | -3 | -1 | 6.7 | -21 | -1
30 | CCc1ccc(S(=O)(=O)Nc2ccccn2)cc1 | 2 | 11 | -4 | -6 | 7 | 0 | -0.7 | 11 | -6
31 | Cc1cc(C)n2c(SC/C(O)=C(\C#N)c3nc4ccccc4[nH]3)nnc2n1 | -5 | 12 | -1 | 12 | 4 | 0 | 1.5 | -4 | 1
32 | COc1cccc(OC)c1C(=O)NCCSC1CCCCC1 | -3 | 8 | 1 | -6 | 0 | 1 | 1.1 | 0 | -1
33 | O=C(CN1CCN(C(=O)c2cccc(-n3cnnn3)c2)CC1)Nc1ccccc1Cl | -9 | 9 | -12 | 3 | 3 | 2 | 1.8 | -1 | 1
34 | COc1cc(C(=O)NC2CC2)cc(OC)c1OC | -3 | . | -2 | 11 | 4 | 1 | . | . | 3
35 | CCOC(=O)c1cc([N+](=O)[O-])sc1NC(=O)CC | -2 | 0 | -4 | -6 | 2 | 0 | -1.7 | 13 | -4
36 | CSc1ncccc1C(=O)Nc1ccc(S(=O)(=O)NC2=NCCCCC2)cc1 | 0 | 1 | 3 | -6 | 0 | 2 | -2.3 | 2 | 0
37 | COc1ccc(CC(=O)N2CCC(c3ccccc3)C2)cc1 (configuration not stated) | 5 | 8 | 5 | 1 | -6 | 0 | -1.5 | 4 | -1
38 | Cc1nn(C(=O)c2cccnc2)c(C)c1Sc1ccc(Br)cc1 | -2 | -1 | -5 | -2 | -5 | 1 | -2.0 | -28 | 3
39 | CCc1nc2ccc(C(=O)Nc3ccc(Cl)c(Cl)c3)cn2c1N(C)Cc1ccc(OC)cc1 | -6 | 2 | -1 | -7 | -4 | 2 | . | . | 1
40 | O=C1NCC2=C1C(c1ccccc1)Nc1ccccc1N2 (configuration not stated) | -9 | 6 | 7 | 0 | -3 | 1 | 3.0 | -3 | -1
41 | Cc1ccc(-n2nnnc2-c2cnn(-c3ccc(F)cc3)c2C(F)(F)F)cc1 | 8 | -4 | 4 | -8 | -11 | 4 | 0.6 | 8 | 2
42 | CC(Oc1ccc2c3c(c(=O)oc2c1)CCCC3)C(=O)NCC(O)c1ccccc1 (configuration not stated) | -1 | 1 | -4 | -3 | -4 | 2 | -2.7 | -14 | -3
43 | CCc1ccccc1NC(=S)N(Cc1cccc(C)c1)c1cccnc1 | 18 | 2 | 0 | -4 | -2 | 1 | 0.8 | -4 | -17
44 | CC(C)(C)c1ccc(Oc2ccc(N)cc2)cc1 | -9 | 7 | 13 | -8 | 11 | 1 | 0.7 | -35 | 4
45 | CCC[C@@H](CN1CCC[C@H]1CN1C(N)=NC[C@@H]1Cc1ccccc1)N1C[C@@H]([C@H](C)CC)N(CCCC2CCCC2)C1=N | 13 | -31 | 41* | -16 | -40 | 8 | 1.0 | 41 | -11
46 | Nc1ccc(-c2cc(NC=O)c3ncc(-c4cccc(C(F)(F)F)c4)n3c2)cn1 | 9 | 6 | 1 | 1 | -3 | 2 | . | . | -2
47 | CCOc1ccc(Cl)cc1C1=CC(=O)C[C@H](c2ccc(OC)cc2)C1 | 1 | -10 | 12 | -6 | -10 | 1 | 0.9 | -7 | 1
48 | Cc1ccnc(NC(=O)c2ccc3c(c2)C(=O)N(CC(C)C)C3=O)c1 | 4 | -1 | 5 | -1 | -1 | 1 | -0.3 | -12 | -3
49 | CSc1nc(C)cc(OCNC(=O)c2cccs2)n1 | -2 | 3 | -2 | 8 | -1 | 0 | 0.9 | 22 | 0
50 | O=C(C[n+]1cccc(NC(=O)c2ccccc2)c1)c1cccc([N+](=O)[O-])c1 | 11 | 11 | 5 | -2 | -5 | 1 | -1.4 | -13 | -6

(cont.)
entry | molecule | M5 antag | CHRM1 PAM | CHRM4 antagonist | M4 PAM | CHRM5 PAM | CHRM4 agonist | CRFR2-BP ag | CRFR2-BP antag | M5 ag
51 | COc1ccc2c(C)cc(SCC(=O)NCC3CCCO3)nc2c1 (configuration not stated) | -3 | 18 | -10 | 7 | 1 | 0 | -1.6 | -4 | -2
52 | CCCCC(=O)Nc1ccc(NC(=O)c2cc(OC)c(OC)c(OC)c2)cn1 | -4 | -7 | -6 | -2 | 2 | 2 | -0.4 | 0 | -6
53 | COc1ccc(CCNC(=O)C2CC(c3cc(C(F)(F)F)cc(C(F)(F)F)c3)=NO2)cc1 (configuration not stated) | 11 | 6 | -2 | 4 | 4 | 0 | 0.0 | -4 | -4
54 | COc1cccc(CN2CCC(C(=O)NC(c3ccc4c(c3)OCO4)c3ccccn3)CC2)c1 (configuration not stated) | 11 | 3 | 0 | -3 | -1 | 1 | . | . | -3
55 | COc1ccc(/C=N/n2cnnc2SCc2ccc(OC)cc2)cc1 | 7 | 7 | 6 | -5 | -2 | 2 | -1.8 | 2 | -2
56 | c1coc(CSCc2cn3cccnc3n2)c1 | -10 | 16 | 14 | 5 | 3 | 1 | -0.9 | 21 | 2
57 | COc1cc(/C=N/NC(=O)C(C)Nc2n[nH]c(=O)[nH]c2=O)ccc1O (configuration not stated) | 1 | 2 | 3 | -2 | -7 | 1 | -1.0 | 28 | 2
58 | c1ccc(-c2cnnc(SCc3cn4cccnc4n3)n2)cc1 | -1 | 5 | 8 | 5 | -1 | 0 | -0.1 | 2 | -6
59 | O=C(O)c1cc(-c2ccco2)nc2cc3ccccc3cc12 | 6 | 6 | -3 | -1 | 3 | 0 | 2.1 | 0 | 5
60 | COc1cc(NC(=O)C2=COCCO2)c(OC)cc1Cl | -1 | 12 | -13 | 11 | 7 | 3 | -3.4 | 7 | -4
61 | CN1OC[C@@H]2CN(S(=O)(=O)c3ccccc3)[C@H](c3ccccc3Br)C[C@@H]21 | -6 | 3 | -13 | 1 | 4 | 0 | . | . | 0
62 | COc1cc(NC(=O)CN2CCN(C(=O)C3CCCO3)CC2)c(OC)cc1Cl (configuration not stated) | 15 | -3 | 1 | -3 | -6 | 0 | 0.2 | 6 | -3
63 | Cc1cc(C)n(CCN(C)C(=O)CCc2nnc(CCC3CCCCC3)o2)n1 | 11 | 9 | 2 | -6 | -3 | 2 | 0.2 | 2 | -3

Shown in transposed form: entries from further up.
60: COc1cc(NC(=O)C2=COCCO2)c(OC)cc1Cl
61: CN1OC[C@@H]2CN(S(=O)(=O)c3ccccc3)[C@H](c3ccccc3Br)C[C@@H]21
assay / entry	60	61
M5 antag	-1	-6
CHRM1 PAM	12	3
CHRM4 antagonist	-13	-13
M4 PAM	11	1
CHRM5 PAM	7	4
CHRM4 agonist	3	0
CRFR2-BP ag	-3.4	.
CRFR2-BP antag	7	.
M5 ag	-4	0
